ANO1 block – TMEM16A chloride channel inhibitors, primary screen, cell-based, HTS; Anoctamin-1 (Mus musculus), Q8BHY3; HEK293 TMEM16A/YFP iodide influx fluorescence, ionomycin; normalized B-score (activity score, 25-100; higher = stronger inhibition) at 10 µM; 310,000 tested, 1.2% active; AID 588511, 2011;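 active means ratio plate-corrected score three or more library SD toward inhibition, starting fluorescence score within five deviations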;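 further: score derived from kinetic fluorescence span divided by baseline fluorescence per well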
Target sequence (Q8BHY3 whole entry, looked up): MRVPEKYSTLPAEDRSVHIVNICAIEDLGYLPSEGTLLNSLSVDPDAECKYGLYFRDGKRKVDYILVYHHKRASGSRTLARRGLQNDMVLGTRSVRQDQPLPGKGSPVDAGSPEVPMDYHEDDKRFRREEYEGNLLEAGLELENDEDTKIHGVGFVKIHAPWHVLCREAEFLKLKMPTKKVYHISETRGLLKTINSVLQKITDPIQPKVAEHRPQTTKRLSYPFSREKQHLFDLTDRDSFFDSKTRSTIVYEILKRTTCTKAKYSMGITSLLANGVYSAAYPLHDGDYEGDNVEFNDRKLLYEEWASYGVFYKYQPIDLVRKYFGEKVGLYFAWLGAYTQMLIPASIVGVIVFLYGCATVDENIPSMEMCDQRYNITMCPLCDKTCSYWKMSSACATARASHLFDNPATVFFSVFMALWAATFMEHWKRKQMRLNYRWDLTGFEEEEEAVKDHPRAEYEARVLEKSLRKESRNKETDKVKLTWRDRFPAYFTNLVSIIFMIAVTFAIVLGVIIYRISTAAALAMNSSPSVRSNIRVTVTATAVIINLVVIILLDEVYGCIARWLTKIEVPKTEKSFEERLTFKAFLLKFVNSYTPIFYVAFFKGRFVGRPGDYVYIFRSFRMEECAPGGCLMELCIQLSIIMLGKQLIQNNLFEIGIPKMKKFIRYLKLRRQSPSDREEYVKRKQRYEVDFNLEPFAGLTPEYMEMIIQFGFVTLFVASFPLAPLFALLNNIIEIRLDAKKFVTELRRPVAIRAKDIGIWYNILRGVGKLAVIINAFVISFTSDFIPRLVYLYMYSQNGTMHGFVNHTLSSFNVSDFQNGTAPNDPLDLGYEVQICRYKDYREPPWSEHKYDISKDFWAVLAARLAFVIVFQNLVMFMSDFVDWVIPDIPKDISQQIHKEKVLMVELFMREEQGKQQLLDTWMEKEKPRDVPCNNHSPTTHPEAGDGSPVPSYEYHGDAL
RGS4 block – RGS4 inhibitors, primary screen, cell-based, HEK293 M3R inducible RGS4, calcium flux | Regulator of G-protein signaling 4 (Homo sapiens), P49798 | Fluo-4 calcium flux; hits give high values; triggered by carbachol at its EC20 | B-score at 10 µM | 310,000 tested, 0.45% active | AID 463165, 2010;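 active means B-score, a plate-corrected calcium signal, over three deviations above library mean, with baseline fluorescence within five deviations of library mean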;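 further: RGS4 expression induced by doxycycline in cells with stable M3 receptor; B-score is computed from the integrated fluorescence ratio over baseline after carbachol; higher B-score means a larger calcium signal and so more RGS4 inhibition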
MrgX1 PAM – positive allosteric modulators of MrgX1, primary screen, HEK293 cells, Fluo-4 calcium flux | AID 588675, 2011 | FDSS; hits give high values | B-score at 10 µM | Mas-related G-protein coupled receptor member X1 (Homo sapiens), Q96LB2 | 310,000 tested, 0.63% active;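 active means plate-corrected calcium response at least 3 library SD above typical, normal starting fluorescence, not activating the receptor alone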;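 further: compound read alongside a low EC10 to EC30 dose of BAM8-22 agonist; peak minus trough fluorescence over baseline measured at the second addition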
MrgX1 ag – agonists of human MrgX1 receptor, primary screen, HEK293 cells, Fluo-4 calcium flux; Fluo-4 calcium fluorescence, agonist mode; hits give high values; B-score at 10 µM; 310,000 tested, 0.44% active; AID 588627, 2011;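 active means calcium response B-score plate-corrected fluorescence ratio at least 3 library SD, with starting fluorescence B-score inside 5 SD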
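Assay system: MrgX1-expressing HEK293 cells / Amount: fifteen thousand cells per well / Doses: test compound in the initial addition of three / Timing: cells plated overnight, dye loaded 0.5 h 37 °C, 0.5 h room temperature / Technique: kinetic calcium dye fluorescence, Fluo-4 NW / Control set: positive and negative controls per plate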
TRPC6 inh – mouse TRPC6 channel inhibitors, primary screen, cell-based, HEK293, membrane potential dye; 310,000 tested, 1.1% active; ACh-evoked depolarization; hits give low values; B-score at 10 µM;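 active means B-score under library mean minus 3 SD, initial fluorescence not abnormally high, positive integrated signal ratio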;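 further: B-score derived from integrated fluorescence ratio over the kinetic read; more negative B-score means stronger inhibition of depolarization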
TRPC4 act – activators of mouse TRPC4 channel, primary screen, Fluo4 calcium, HEK293 TRPC4beta/mu-opioid cells; 310,000 tested, 0.49% active; AID 2237, 2010; B-score at 10 µM; Fluo4 calcium fluorescence; hits give high values; Short transient receptor potential channel 4 (Mus musculus), Q9QUQ5;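 active means B-score above 5 SD of library B-scores, and initial fluorescence ratio not above library mean plus 5 SD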;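 further: positive B-score marks a calcium rise read as TRPC4 activation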
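Incubation: 45 min room-temperature Fluo4 loading, 110 s read / System: HEK293 cells stably co-expressing mouse TRPC4beta and mu-opioid receptor / Signal: Fluo4 fluorescence, kinetic / Control set: buffer (low) and maximal DAMGO (high) / Measure: integrated baseline-normalised fluorescence ratio, converted to per-well B score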
TRPC6 act – mouse TRPC6 channel activators, primary screen, cell-based, HEK293, membrane potential dye; Short transient receptor potential channel 6 (Mus musculus), Q61143; 310,000 tested, 0.13% active; B-score at 10 µM; HEK293-TRPC6 membrane potential dye fluorescence; hits give high values;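 active means B-score of the integrated fluorescence ratio above library mean plus 3 SD, and starting fluorescence ratio within library mean plus 5 SD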;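 further: higher score means more depolarization so channel activation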
TRPC4 potent – positive allosteric modulators of TRPC4, primary screen, cell-based, mouse TRPC4beta, HEK293 mu-opioid, Fluo-4 calcium; Short transient receptor potential channel 4 (Mus musculus), Q9QUQ5; AID 2227, 2009; DAMGO EC20, Fluo-4 Ca2+ flux; hits give high values; B-score at 10 µM; 310,000 tested, 0.42% active;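 active means B-score of calcium response area above 5 SD of library B-scores, with initial fluorescence ratio within 5 SD of library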;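 further: B-score of integrated fluorescence ratio over time as area under calcium response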
TRPC4 block – inhibitors of mouse TRPC4 channel, primary screen, Fluo4 calcium, HEK293 TRPC4beta/mu-opioid cells. Short transient receptor potential channel 4 (Mus musculus), Q9QUQ5. DAMGO-evoked Fluo4 calcium flux; hits give low values. B-score at 10 µM. 300,000 tested, 0.39% active. AID 2247, 2010;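 active means B-score over 3 SD under the library average, no early fluorescence shift, positive overall ratio signal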
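Assay system: HEK293 cells with stable TRPC4beta plus mu-opioid receptor expression; Probe or stimulus: DAMGO in two steps, submaximal then maximal; Dosing: single-point compound dosing; Measured by: Fluo4 calcium-dye fluorescence, kinetic read; Read-out basis: B score from integrated Fluo4 fluorescence ratio.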
ANO1 activ – TMEM16A chloride channel activators or potentiators, primary screen, cell-based, HTS | HEK293 TMEM16A/YFP-H148Q/I152L, iodide quench fluorescence; hits give low values | B-score at 10 µM | 340,000 tested, 0.3% active | AID 623877, 2012;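 active means fluorescence-ratio B-score plate-corrected deviation score at least 3 library SD below zero, with starting fluorescence score within 5 deviations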;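 further: channel opened by trigger with iodide after compound preincubation; score built on the fluorescence ratio of max minus min over baseline; more negative score means more quench and so TMEM16A activation or potentiation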
MrgX1 antagonist – antagonists of human MrgX1 receptor, primary screen, HEK293 cells, Fluo-4 calcium flux; Mas-related G-protein coupled receptor member X1 (Homo sapiens), Q96LB2; BAM8-22 antagonism; hits give low values; B-score at 10 µM; 310,000 tested, 1.3% active;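 active means calcium-response B-score plate-corrected more than 3 library SD below zero, starting fluorescence within 5 deviations, no agonist response on first addition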;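 further: peak minus trough fluorescence over baseline after final BAM8-22 challenge near maximal dose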
Starred values were filed as active, the others as inactive; i = inactive; · = no result given.

entry	SMILES	ANO1 block	RGS4 block	MrgX1 PAM	MrgX1 ag	TRPC6 inh	TRPC4 act	TRPC6 act	TRPC4 potent	TRPC4 block	ANO1 activ	MrgX1 antagonist
1	COC(=O)C12CCC(C)(c3nc4ccccc4nc31)C2(C)C (configuration not stated)	i	i	i	i	i	i	i	i	i	i	i
2	CCCNC(=S)N1CCC(n2cnc3ccccc32)CC1	i	i	i	i	i	i	i	i	i	i	i
3	O=C(c1ccccc1)N1CCCCC(S(=O)(=O)c2ccc3ccccc3c2)C1=O (configuration not stated)	i	i	i	i	i	i	i	i	i	i	i
4	COc1cccc(C2=CC(c3cccs3)n3nnnc3N2)c1 (configuration not stated)	i	i	i	i	i	i	i	i	i	i	-5.5*
5	O=C(O)CCCN1C(=O)c2ccccc2Sc2ncccc21	i	i	i	i	i	i	i	i	i	i	i
6	NC(=O)NC(=O)CN1C(=O)NC2(CCOc3ccccc32)C1=O (configuration not stated)	i	i	i	i	i	i	i	i	i	i	i
7	Cc1ccc(S(=O)(=O)N(C)C)cc1NC(=O)c1ccccc1Br	i	i	i	i	i	i	i	i	i	i	i
8	CCOC(=O)C(=O)NN=C(c1ccccc1)c1ccccc1	i	i	i	i	i	i	i	i	i	i	i
9	CCOC(=O)c1ccccc1NC(=O)c1c(O)c2ccccc2n(CC)c1=O	i	i	i	i	i	i	i	i	i	·	i
10	Cc1ccc(-n2c(SCC(=O)NC3CCS(=O)(=O)C3)nc3ccccc3c2=O)cc1C (configuration not stated)	i	i	i	i	i	i	i	i	i	i	i
11	CCN(CC)C(=O)C1CCCN(C(=O)c2cc(COc3ccc4ncccc4c3)on2)C1 (configuration not stated)	i	i	i	i	i	i	i	i	i	i	i
12	O=C(CNC(=O)c1cccs1)N/N=C/c1cccc(Cl)c1	i	i	i	i	i	i	i	i	i	i	i
13	CNC(=S)N1CCN(c2ccc(OC)cc2)CC1	i	i	i	i	i	i	i	i	i	i	i
14	Cc1c(C#N)c2ncn(CC#N)c(=O)c2n1-c1ccccc1	i	i	i	i	i	i	i	i	i	i	i
15	Cc1ccc(S(=O)(=O)NNC(=O)C(O)(c2ccccc2)c2ccccc2)cc1	i	i	i	i	i	i	i	i	i	i	i
16	Cc1[nH][nH]c(=O)c1C(c1cc(Br)ccc1O)c1c(C)[nH][nH]c1=O	i	i	i	i	i	i	i	i	i	i	i
17	CCOC(=O)C1CCN(C(=O)CN(c2cccc(C(F)(F)F)c2)S(C)(=O)=O)CC1	i	i	i	i	i	i	i	i	i	i	i
18	CC(c1ccccc1)N1CC(C(=O)N2CCN(c3ccccc3)CC2)CC1=O (configuration not stated)	i	i	i	i	i	i	i	i	i	i	i
19	CS(=O)(=O)c1nc(S(=O)(=O)c2ccc(Cl)cc2)c(NCCCN2CCCC2=O)s1	i	i	i	i	i	i	i	i	i	i	i
20	CC(=O)N1CCN(c2ccc(NC(=O)c3cccc([N+](=O)[O-])c3)cc2)CC1	i	i	i	i	i	i	i	i	i	i	i
21	Cc1ccccc1C(=O)NC(C(=O)Nc1nc2c(s1)CCCC2)C(C)C (configuration not stated)	i	i	i	i	i	i	i	i	i	i	i
22	CSc1ccc(S(=O)(=O)Nc2ccc3c4c(cccc24)CC3)cc1	i	i	i	i	i	i	i	i	i	i	i
23	CCN1C(=O)[C@H]2[C@@H](c3ccc(-c4ccc(C(C)=O)cc4)c(OC)c3)N[C@@](Cc3ccccc3)(C(=O)OC)[C@H]2C1=O	i	i	i	i	i	i	i	i	i	i	i
24	Cc1cccc2[nH]c(CN(C)C(=O)CC3C(=O)NCCN3CC(C)(C)C)nc12 (configuration not stated)	i	i	i	i	i	i	i	i	i	i	i
25	CCSc1nc2c(c(=O)[nH]c(=O)n2C)n1CC(O)COc1ccccc1C (configuration not stated)	i	i	i	i	i	i	i	i	i	-4.6*	i
26	CCn1nnc(NC(=O)c2cccnc2Cl)n1	i	i	i	i	i	i	i	i	i	i	i
27	Cc1ccc(S(=O)(=O)NC(C(=O)O)c2ccccc2)cc1 (configuration not stated)	i	i	i	i	i	i	i	i	i	i	i
28	O=C(CCS(=O)(=O)Cc1ccccc1)Nc1nc2c(s1)CCCC2	i	i	i	i	i	i	i	i	i	i	i
29	Fc1ccccc1C1c2[nH]c3ccccc3c2CCN1Cc1cccn1-c1ncccn1 (configuration not stated)	i	i	i	i	i	i	i	i	i	i	i
30	Cc1ccc(NC(=O)CC(C)S(=O)(=O)c2ccc3c(c2)NC(=O)CO3)cc1C (configuration not stated)	i	i	i	i	i	i	i	i	i	i	i
31	CN(C)CCCN(C(=O)c1ccc(S(=O)(=O)N2CCCCCC2)cc1)c1nc2ccc(F)cc2s1	i	i	i	i	i	336*	i	i	i	i	i
32	O=[N+]([O-])c1ccc(N2CCNCC2)cc1NCc1cccnc1	i	i	i	i	i	i	i	i	i	i	i
33	O=C(NCCN1CCOCC1)c1ccc(Cl)c(S(=O)(=O)N2CCCCCC2)c1	i	i	i	i	i	i	i	i	i	i	i
34	Clc1ccccc1-c1ccc(/C=N/n2cnnc2)o1	i	i	i	i	i	i	i	i	i	i	i
35	Cc1ccc(S(=O)(=O)NC2(C(F)(F)F)NC(=O)N(CCc3ccccc3)C2=O)cc1 (configuration not stated)	i	i	i	i	i	i	i	i	i	i	i
36	CCN(CC)CCNC(=O)c1cn(CC)c2cc(N3CCN(C(=O)c4ccco4)CC3)c(F)cc2c1=O	i	i	i	i	i	i	i	i	i	i	i
37	COC(=O)[C@@]12CCCN1[C@H](c1ccc(-c3ccc(C(C)=O)cc3)c(OC)c1)[C@H]1C(=O)N(C)C(=O)[C@H]12	i	·	i	i	·	·	·	·	·	i	i
38	CCS(=O)(=O)N1Cc2ccccc2CC1C(=O)Nc1cc(S(C)(=O)=O)ccc1Cl (configuration not stated)	i	i	i	i	i	i	i	i	i	i	i
39	COC(C[C@H](O)CC(=O)COCc1ccccc1)OC	·	i	·	·	i	i	i	i	i	i	·
40	CCn1cc(C(=O)N2CCN(c3ccc([N+](=O)[O-])cc3)CC2)c(=O)c2ccc(C)nc21	i	i	i	i	i	i	i	i	i	i	i
41	Cc1ccc(-c2csc3nc(SCC(=O)Nc4ccc(Cl)c(C(=O)O)c4)[nH]c(=O)c23)cc1	i	i	i	i	i	i	i	i	i	i	i
42	Cc1csc(NC(=O)CSc2nnc(-c3cccs3)n2C)n1	i	i	i	i	i	i	i	i	i	i	i
43	NNC(=O)c1cc2nc(-c3cccs3)cc(C(F)(F)F)n2n1	i	i	i	i	i	i	i	i	i	i	i
44	CNC(=S)NCCc1c[nH]c2ccc(OC)cc12	i	i	i	i	i	i	i	i	i	i	i
45	COC(=O)[C@@H]1CCCN1C(=O)CCc1nnc(CCc2c[nH]c3ccccc23)o1	i	i	i	i	i	i	i	i	i	i	i
46	CCn1c(C(O)c2ccc3c(c2)OCO3)nc2ccccc21 (configuration not stated)	i	i	i	i	i	i	i	i	i	i	i
47	COC1C(C)=C(C)C(=O)N1Cc1ccc(F)cc1 (configuration not stated)	i	i	i	i	i	i	i	i	i	i	i
48	CC(C)CN(C(=O)COc1ccc(-c2nnco2)cc1)C1CCS(=O)(=O)C1 (configuration not stated)	i	i	i	i	i	i	i	i	i	i	i
49	CCOC(=O)c1cnn(-c2ccccc2)c1-n1cccc1C(=O)C(=O)Nc1ccc(OC)cc1	i	i	i	i	i	i	i	i	i	i	i
50	CCOC(=O)c1[nH]c2ccc(OC)cc2c1N=CN(C)C	i	i	i	i	i	i	i	i	i	i	i
51	N#Cc1ccc(N2CCN(c3ccc(F)cc3)CC2)cc1	i	i	i	i	i	i	i	i	i	i	i
52	CC(C(=O)O)N(C(=O)c1ccccc1)c1ccc(F)cc1 (configuration not stated)	i	i	i	i	i	i	i	i	i	i	-5.5*
53	CN(C)S(=O)(=O)c1cccc(NC(=O)c2ccccc2OCc2ccc(F)cc2)c1	i	i	i	i	i	i	i	i	i	i	i
54	C=CCn1c(=O)/c(=C2/SC(C)=C(C)N2CC)s/c1=C1/C(=O)N(CC)C(=S)N1c1ccccc1	i	i	i	i	i	i	i	i	i	i	i
55	Cc1ccc(C(=O)NC2(O)C(=O)c3ccccc3C2=O)cc1C	i	i	i	i	i	i	i	i	i	i	i
56	Cc1cccc(N=C2C(=O)Nc3c(Cl)cccc32)c1	i	i	i	28*	i	i	i	i	i	i	i
57	COc1ccc(Cc2nnc(NC(=O)c3ccc(C)cc3)s2)cc1OC	i	i	i	i	i	i	i	i	i	i	i
58	COc1ccccc1P(=O)(c1ccccc1)c1ccccc1NC(C)=O (configuration not stated)	i	i	i	i	i	i	i	i	i	i	i
59	CC1CCCC(NC(=S)Nc2cccc(S(=O)(=O)N(C)C)c2)C1C (configuration not stated)	i	i	i	i	i	i	i	i	i	i	i

Bioassay records as filed in PubChem.
